Bioassay records: PubChem, several laboratories
HIV peptide binding: cell-free HIV fusion peptide-binding blockers – biochemical, uHTS, fluorescence dequenching, primary screen (AID 1986); 290,000 compounds, 0.3% hits; inhibition, % at 20 µM; hits with a dose series show IC50 in µM; cell-free peptide binding, fluorescence dequenching, 30 min; higher % means a stronger effect; in the data active means inhibition mostly above about 52%, no sharp cut-off; inactive means mostly below about 76%; further: some results filed as inactive read as strong as hits
Dengue-2 NS5 capping: Dengue-2 NS5 methyltransferase inhibitors, primary screen, biochemical, confirmation dose response (AID 588689); Dengue-2 NS5 methyltransferase capping enzyme assay, biochemical; higher % means a stronger effect; 340,000 compounds, 0.3% hits; one-dose inhibition, % at 25 µM; IC50 in µM for titrated hits; in the data active means a potency from the dose series
KOR beta-arrestin-1: kappa opioid receptor activators – cell-based, luminescence, uHTS, primary screen (AID 1777); KOR beta-arrestin recruitment, luminescence; higher % means a stronger effect; one-dose activation, % at 10 µM; EC50 in µM for titrated hits; 280,000 compounds, 0.02% hits; in the data active means activation above about 50%, passing the limit was not always enough; further: a part of the inactive calls stands beside numbers as strong as those of hits
AID2073: inhibitors of Mint1-CaV2.2 protein interaction, biochemical, HTRF (AID 2073) | 290,000 compounds, 0.19% hits | one-dose inhibition, % at 20 µM; IC50 in µM for titrated hits | HTRF protein-protein interaction, Mint1-CaV2.2; higher % means a stronger effect; in the data active means inhibition mostly above about 51%, no sharp cut-off; further: some results filed as inactive read as strong as hits
West Nile antiviral: inhibition of WNV-induced cytopathic effect – cell-based, CPE readout (AID 1621). West Nile virus-infected cells, CPE inhibition; higher % means a stronger effect. 290,000 compounds, 0.02% hits. CPE inhibition, % at 10 µM, or IC50 in µM where a hit was titrated; in the data active means a potency from the dose series; further: strong numbers were not always called active
KOR beta-arrestin-2: kappa opioid receptor blockers – cell-based, luminescence, uHTS (AID 1778); inhibition, % at 10 µM, or IC50 in µM where a hit was titrated; 290,000 compounds, 0.091% hits; KOR beta-arrestin recruitment, luminescence, antagonist mode; higher % means a stronger effect; further: strong numbers were not always called active
NOD1 NF-kB reporter: NOD1 signaling inhibitors, primary screen, cell-based, luminescence, uHTS (AID 1578); 290,000 compounds, 1% hits; inhibition, % at 4 µM; hits with a dose series show EC50 in µM; NOD1-driven NF-kB luciferase reporter cells, luminescence; higher % means a stronger effect; in the data active means inhibition mostly above about 36%, no sharp cut-off; inactive means mostly below about 34%;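 further: HEK-293T reporter cells stimulated with the NOD1 agonist gamma-tri-DAP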
HEK293 NOD2/NF-kB: inhibition of NOD2-driven NF-kB reporter – cell-based, luminescence, uHTS, HEK293 (AID 1566). HEK293 NOD2/NF-kB luciferase reporter, luminescence; higher % means a stronger effect. one-dose inhibition, % at 4 µM; EC50 in µM for titrated hits. 290,000 compounds, 0.63% hits; further: many of its hits are not listed in these tables
Yfh1-off respiration: mitochondrial function rescue without frataxin homolog – Friedreich's ataxia, plus single-dose screen, dose response (AID 1465); S. cerevisiae Yfh1-off respiration, WST-1 reduction, 72 h; higher fold induction means a stronger effect; 220,000 compounds, 0.074% hits; fold induction at 50 µM, or EC50 in µM where a hit was titrated;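 active means fold induction of absorbance versus untreated yeast above a set limit, then at least 30% activation at any dose in follow-up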;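 further: activators that raise dye reduction in frataxin-depleted yeast; strong numbers were not always called active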
Dengue-2 NS5 capping pilot replicate: recorded beside Dengue-2 NS5 capping, whose call it bears; inhibition, %; measured here: pilot screen replicate inhibition
An asterisk follows results filed as active; i = inactive; nt = not tested or not shown; [ ] = remark or other dose. Unless noted, no stated cut-off is given here; in the data, active means inhibition above about 50%; inactive means the rest.

SMILES | HIV peptide binding | Dengue-2 NS5 capping | KOR beta-arrestin-1 | AID2073 | West Nile antiviral | KOR beta-arrestin-2 | NOD1 NF-kB reporter | HEK293 NOD2/NF-kB | Yfh1-off respiration | others
CCOC(=O)C1CCCN(c2cc(=O)n(Cc3ccc(F)cc3)c(=O)[nH]2)C1 (configuration not stated) | 1.4% | 4% | 7.1% | 8% | 0.3% | 10% | 1% | -4% | i
CC(C)NC(=O)c1onc(CSc2ccccc2F)c1C(=O)O | 3.4% | 1% | -0.4% | -3% | 1.1% | -4% | 0% | 6% | i
O=C1NC(=Nc2ccccc2)c2ccc([N+](=O)[O-])cc21 | 0.1% | -7% | -1.9% | -2% | 0.3% | 1% | -27% | -11% | i
Cc1cc(C)n(CC(C)C(=O)O)n1 (configuration not stated) | 0.5% | -2% | 7.7% | -25% | 2.5% | -53% | -23% | -7% | i
COc1ccc([N+](=O)[O-])cc1NC(=O)CS(=O)(=O)c1ccc(C)cc1 | 4.0% | -5% | -4.0% | -4% | 0.0% | -46%[20 µM] | -12% | 19% | i
O=C(COc1ccc2ccc(=O)oc2c1)N1CCN(c2ccc(F)cc2)CC1 | 1.5% | -7% | -1.1% | -2% | -0.1% | -42% | 7% | 17% | nt
Cc1ccc(-n2nc(C)c(C(C)(O)C(F)(F)F)c2N)cc1 (configuration not stated) | 0.4% | -5% | 5.4% | -5% | 0.6% | -2% | -27% | 10% | i
CCCCC(=O)NC(c1ccc([N+](=O)[O-])cc1)c1c(O)ccc2ccccc12 (configuration not stated) | 3.1% | -2% | 4.9% | -13% | 2.6% | 9% | -11% | 6% | i
COc1ccc(-c2csc(Cc3nnc(N4CCOCC4)n3-c3ccccc3)n2)cc1OC | 1.3% | -6% | 0.6% | -6% | 0.7% | 15% | -15% | 1% | i
Cc1cc(C)c(O)c(NC(=S)NC(=O)Cc2ccccc2)c1 | -3.0% | -2% | -1.7% | -1% | -0.1% | -7% | -19% | 6% | nt | Dengue-2 NS5 capping pilot replicate=0.0
CCOc1nc(NCCN2CCOCC2)nc(NC(C)C)n1 | -0.7% | -9% | 2.9% | -8% | 0.3% | 2% | -31% | 6% | i
O=C(COC(=O)CNC(=O)c1ccccc1)Nc1nc(-c2ccccc2)cs1 | -1.1% | -6% | -2.9% | 0% | -0.4% | -3% | -26% | -12% | i
COc1ccc(S(=O)(=O)N2CCN(c3ccccc3OC)CC2)cc1C(=O)N1CCCCC1 | -0.3% | -9% | -2.9% | 4% | -0.9% | -1% | 9% | 22% | nt
NC(=S)NNC(=O)c1cc(C(F)(F)F)cc(C(F)(F)F)c1 | -1.1% | 3% | -0.2% | -2% | -0.2% | 27% | -4% | 7% | i
Cc1cccc(CSC(=N)N)c1 | -1.2% | -3% | -5.7% | -1% | -0.3% | 7% | -7% | 15% | i
O=C(NCc1ccccn1)c1cccc(NS(=O)(=O)c2cccc(Cl)c2)c1 | -2.3% | -2% | 2.6% | -4% | -0.1% | -13% | -1% | 26% | i
Cc1nn(-c2ncc(C(F)(F)F)cc2Cl)c(=O)n1-c1ccc(F)cc1 | 0.6% | -3% | -3.9% | -10% | -0.2% | 12% | -37% | 4% | i
Cc1cc(C)c(NC(=O)CSc2nc3c(c(=O)n2C)SC(C)C3)c(C)c1 (configuration not stated) | 1.7% | 3% | -4.4% | 0% | -0.9% | 2% | 12% | 20% | i
CN1C(c2ccccc2)CC(=NO)CC1c1ccccc1 (configuration not stated) | -0.3% | -4% | -1.8% | -26% | -0.6% | 19% | -8% | 7% | nt
CCSc1nnc2c(n1)OC(c1ccc(C(=O)O)cc1)N(C(C)=O)c1ccccc1-2 (configuration not stated) | 0.4% | 1% | -4.9% | 10% | 0.4% | 4% | -32% | -12% | i
O=C(NC(Cc1ccccc1)C(=O)NC(Cc1ccccc1)C(=O)O)c1ccccc1 (configuration not stated) | -0.7% | -3% | -4.6% | -2% | 0.3% | -10% | -40% | -6% | i
CCn1c(SCC(=O)NCCc2ccc(OC)c(OC)c2)nc2c1c(=O)n(C)c(=O)n2C | -2.1% | -9% | 8.1% | 44% | -0.1% | 24% | 19% | 5% | i
CCN1CCN(CCNC(=O)c2ccc(/C=C3\Sc4ccccc4N(Cc4ccccc4F)C3=O)cc2)CC1 | 0.9% | 2% | 0.1% | 21% | 23µM* | -19% | -33% | 22% | i
COc1cc(OC)c(NS(=O)(=O)c2cn(C)cn2)cc1Cl | -1.3% | -9% | -7.8% | 9% | 0.7% | 0% | 11% | 9% | nt
CCOCCCNC(=O)C(c1ccc(OC)cc1)N(Cc1cccs1)C(=O)c1ccccc1O (configuration not stated) | -1.1% | -9% | 2.7% | 14% | 0.7% | 2% | -4% | 20% | i
Cc1cccc(C)c1OCc1nnc(NC(=O)CSc2ccc(Cl)cc2)s1 | -0.9% | 6% | 7.5% | 1% | 0.1% | -12% | -17% | 14% | i
COc1ccc(OCC(=O)NNC(=O)c2cccc(O)c2)cc1 | -1.1% | -19% | 6.9% | -7% | 0.4% | -1% | -28% | 0% | i
Cc1cccc(-n2ncc3c(NCCCn4ccnc4)ncnc32)c1 | -1.6% | 3% | -1.1% | 5% | -0.2% | -30% | -11% | -4% | i
CC1(c2ccc(OC(F)F)cc2)NC(=O)N(CC(=O)Nc2ccc3c(c2)OCO3)C1=O (configuration not stated) | -0.8% | -6% | 0.5% | -1% | 0.6% | 2% | nt | -9% | i
CN(C)c1ccc(/C=N/NC(=O)c2ccccn2)cc1 | -0.1% | 0% | -0.8% | 2% | 0.1% | -29% | -8% | -27% | i
Cc1cccc(-n2ccnc2CN2CCC(CO)(Cc3ccccc3)CC2)c1 | -0.9% | -8% | 5.7µM* | -6% | -0.4% | 34% | -2% | 18% | i
COc1ccc(NC(=S)N2CCN(S(=O)(=O)c3ccccc3)CC2)cc1 | -1.1% | -2% | -1.8% | -6% | -0.6% | -16% | -27% | 0% | nt
COc1ccc(C(=O)CC(=O)C(=O)Nc2cc([N+](=O)[O-])ccc2OC)cc1 | -1.0% | 5% | 0.7% | -1% | -0.7% | 24% | 5% | -14% | nt
COC(=O)Cn1cc(/C=C/[N+](=O)[O-])c2ccccc21 | 0.8% | -16% | -5.7% | -3% | -0.5% | -17% | -40% | 7% | i
Cc1ccc(-c2nn(-c3ccccc3)cc2C(=O)O)o1 | 87% | nt | -2.8% | 48% | 0.4% | -12% | -32% | 4% | i
CCc1ccc(NC(=O)Cn2nc(C)n3cccc3c2=O)cc1 | -0.4% | -3% | 0.0% | 8% | 0.4% | -2% | -6% | 3% | nt
CC(C)CCn1c(=O)c2ccccc2n2c(COC(=O)c3ccc(S(=O)(=O)N(C)C)cc3)nnc12 | 1.7% | nt | 11% | 10% | nt | -16% | -2% | 15% | nt
NC(=O)c1c(NC(=S)Nc2ccccc2)sc2c1CCCC2 | 0.0% | -3% | -2.6% | 27% | 0.4% | 1%[20 µM] | -22% | 4% | i
COc1ccccc1Cc1noc(-c2cc(Cl)ccc2OC)n1 | -2.4% | 0% | -4.1% | -2% | -0.5% | 19% | -9% | 7% | i
COCCn1c(N)c(N(Cc2ccccc2)C(=O)c2ccc3ccccc3c2)c(=O)[nH]c1=O | -1.6% | 2% | -1.0% | 21% | -1.0% | 4% | -20% | 6% | i

11 neighbouring entries from above, for reference:
SMILES | HIV peptide binding | Dengue-2 NS5 capping | KOR beta-arrestin-1 | AID2073 | West Nile antiviral | KOR beta-arrestin-2 | NOD1 NF-kB reporter | HEK293 NOD2/NF-kB | Yfh1-off respiration | others
CN(C)c1ccc(/C=N/NC(=O)c2ccccn2)cc1 | -0.1% | 0% | -0.8% | 2% | 0.1% | -29% | -8% | -27% | i
Cc1cccc(-n2ccnc2CN2CCC(CO)(Cc3ccccc3)CC2)c1 | -0.9% | -8% | 5.7µM* | -6% | -0.4% | 34% | -2% | 18% | i
COc1ccc(NC(=S)N2CCN(S(=O)(=O)c3ccccc3)CC2)cc1 | -1.1% | -2% | -1.8% | -6% | -0.6% | -16% | -27% | 0% | nt
COc1ccc(C(=O)CC(=O)C(=O)Nc2cc([N+](=O)[O-])ccc2OC)cc1 | -1.0% | 5% | 0.7% | -1% | -0.7% | 24% | 5% | -14% | nt
COC(=O)Cn1cc(/C=C/[N+](=O)[O-])c2ccccc21 | 0.8% | -16% | -5.7% | -3% | -0.5% | -17% | -40% | 7% | i
Cc1ccc(-c2nn(-c3ccccc3)cc2C(=O)O)o1 | 87% | nt | -2.8% | 48% | 0.4% | -12% | -32% | 4% | i
CCc1ccc(NC(=O)Cn2nc(C)n3cccc3c2=O)cc1 | -0.4% | -3% | 0.0% | 8% | 0.4% | -2% | -6% | 3% | nt
CC(C)CCn1c(=O)c2ccccc2n2c(COC(=O)c3ccc(S(=O)(=O)N(C)C)cc3)nnc12 | 1.7% | nt | 11% | 10% | nt | -16% | -2% | 15% | nt
NC(=O)c1c(NC(=S)Nc2ccccc2)sc2c1CCCC2 | 0.0% | -3% | -2.6% | 27% | 0.4% | 1%[20 µM] | -22% | 4% | i
COc1ccccc1Cc1noc(-c2cc(Cl)ccc2OC)n1 | -2.4% | 0% | -4.1% | -2% | -0.5% | 19% | -9% | 7% | i
COCCn1c(N)c(N(Cc2ccccc2)C(=O)c2ccc3ccccc3c2)c(=O)[nH]c1=O | -1.6% | 2% | -1.0% | 21% | -1.0% | 4% | -20% | 6% | i

(more compounds)
SMILES | HIV peptide binding | Dengue-2 NS5 capping | KOR beta-arrestin-1 | AID2073 | West Nile antiviral | KOR beta-arrestin-2 | NOD1 NF-kB reporter | HEK293 NOD2/NF-kB | Yfh1-off respiration | others
Cc1cccc(/C=N/n2c(-c3ccco3)n[nH]c2=S)c1 | 2.6% | -7% | -2.5% | -36% | 0.5% | -11% | 0% | 6% | i
CC(C)c1ccc(NC2CCCN(C(=O)c3ccco3)C2)cc1 (configuration not stated) | -1.8% | -1% | 5.3% | -3% | 0.2% | 21% | -20% | 12% | nt
O=C1CN(S(=O)(=O)c2ccc(Br)cc2)c2ccccc2N1 | 2.2% | -1% | -2.7% | -1% | -0.5% | -27%[20 µM] | 3% | 8% | nt
CCC(C)[C@H]1CNC(=S)N1CCc1cccc2ccccc12 (some centres not stated) | -2.2% | -8% | nt | -12% | -0.5% | 16% | 4% | 4% | i
NS(=O)(=O)c1ccc(CCNC(=O)CNC(=O)C2CCCCC2)cc1 | -3.6% | -5% | -0.1% | -4% | 0.0% | 9% | 17% | 4% | i
CCOC(=O)C1=NN(c2ccccc2C)C2=NC(C)=C(C(=O)OC)C(c3cccc(OC)c3)N12 (configuration not stated) | -3.2% | 1% | 2.0% | 4% | -0.1% | -32% | 7% | 4% | i
O=C(Nc1nnc(-c2cccnc2)o1)c1cccc([N+](=O)[O-])c1 | 1.8% | nt | -3.0% | 4% | -0.4% | 11% | -27% | 5% | i
C=CCN(C(=O)CN1CCOCC1)c1nc(C)c(-c2ccccc2)s1 | 0.6% | 2% | 4.7% | -7% | -0.1% | -8% | -23% | 6% | i
COc1ccc(CCCc2nnc(SCC(=O)Nc3nc(C)cs3)n2C)cc1C | -2.1% | -11% | -4.4% | 4% | -1.9% | 9% | -24% | 7% | i

An excerpt; count on the stated rates, not on these rows.
